ROS inducer: raises reactive oxygen species in U2OS cancer cells; U2OS ROS induction, H2DCF-DA fluorescence; ROS induction (% of piperlongumine), % at 10 µM; 2% of 46,000 active; AID 624156; in the data active = ROS induction above about 79%, passing the limit was not always enough; inconclusive = no clear call, values can overlap the other calls;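 also: 0% = DMSO vehicle median and 100% = reference compound median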
Starred values were filed as active, the others as inactive; ? = inconclusive. These rows are one share of the data (hit frequency here may not be typical).

SMILES | ROS inducer
Cc1noc(C)c1NC(=O)Nc1ccc2c(c1)C(=O)N([C@H](C)CO)C[C@@H](C)[C@@H](CN(C)Cc1ccc3c(c1)OCO3)O2 | -11
Cc1ccc(-n2c(C)nnc2SCC(=O)Nc2ccc(Cl)c(C(F)(F)F)c2)cc1 | 5
C[C@H]1CN([C@@H](C)CO)C(=O)c2cc(NC(=O)Cn3cnnn3)ccc2O[C@H]1CN(C)Cc1ccc2c(c1)OCO2 | -7
CCn1c(SCC(=O)Nc2sc3c(c2C#N)CCCC3)nnc1-c1ccccc1O | -7
C[C@H](CO)N1C[C@H](C)[C@@H](CN(C)C(=O)NC2CCCCC2)Oc2ccc(NC(=O)C3CC3)cc2C1=O | -5
C[C@@H]1CN([C@H](C)CO)C(=O)c2cccc(NC(=O)C3CCCCC3)c2O[C@H]1CN(C)Cc1ccc(Cl)c(Cl)c1 | 2
C[C@H](CO)N1C[C@H](C)[C@H](CN(C)S(=O)(=O)c2cccs2)Oc2c(NS(=O)(=O)c3cccs3)cccc2C1=O | 8
CC(C)CNS(=O)(=O)c1ccc(F)cc1 | -11
Cc1ccc(Cl)cc1N(CC(=O)Nc1ccc(C(N)=O)cc1)S(C)(=O)=O | 5
C[C@@H]1CN([C@@H](C)CO)C(=O)c2cccc(N(C)C)c2O[C@H]1CN(C)Cc1ccc(Oc2ccccc2)cc1 | 3
Cc1ccc(S(=O)(=O)N(C)C[C@H]2Oc3c(NS(=O)(=O)c4cccs4)cccc3C(=O)N([C@H](C)CO)C[C@@H]2C)cc1 | -3
C[C@@H]1CN([C@@H](C)CO)C(=O)CCCn2nncc2CO[C@H]1CN(C)S(=O)(=O)c1ccc(Cl)cc1 | 5
C[C@@H]1C[C@H]2[C@@H]3C[C@H](F)C4=CC(=O)C=C[C@]4(C)[C@@]3(Cl)[C@@H](O)C[C@]2(C)[C@H]1C(=O)COC(=O)C(C)(C)C | 8
C[C@@H](O)[C@@H](O)[C@@H](O)C/C=N/NC(=O)c1cccc(C(=O)NO)c1 | 0
C[C@H]1CN([C@@H](C)CO)C(=O)c2cccc(NC(=O)Nc3cccc4ccccc34)c2O[C@@H]1CN(C)S(=O)(=O)c1cccs1 | 0
C[C@@H]1CN([C@H](C)CO)C(=O)c2cccc(NC(=O)Nc3ccc4c(c3)OCO4)c2O[C@@H]1CN(C)S(C)(=O)=O | -8
O=C(CSc1ncccc1C(=O)N1CCC(Cc2ccccc2)CC1)c1ccccc1 | 16
C[C@@H]1CN([C@@H](C)CO)C(=O)c2cc(NC(=O)NC3CCCCC3)ccc2O[C@@H]1CN(C)Cc1ccc(Cl)c(Cl)c1 | 32
Cc1ccc(S(=O)(=O)N(C)C[C@H]2Oc3ccc(NC(=O)Nc4ccc(F)cc4)cc3C(=O)N([C@H](C)CO)C[C@H]2C)cc1 | -14
O=C1NC(=O)C(c2ccccc2)N1 (stereo unspecified) | -8
O=C(CCCCC(=O)NN=C1CCCCCC1)NO | -5
O=C(N/N=C/c1cccnc1Br)c1ccccc1O | -1
C[C@H](CO)N1C[C@H](C)[C@H](CN(C)S(=O)(=O)c2ccc(Cl)cc2)Oc2ccc(NS(=O)(=O)c3ccc(Cl)cc3)cc2CC1=O | -2
COc1ccc2nc(/N=C(/N)NC(=O)N3c4ccccc4Sc4ccccc43)nc(C)c2c1 | 6
CCc1cccc2c1NC(=O)C21OCCO1 | 15
The listing continues:
SMILES | ROS inducer
Cc1cc2nc(C)n(CCCNC(=O)NC34CC5CC(CC(C5)C3)C4)c2cc1C | 12
C[C@H](CO)N1C[C@H](C)[C@H](CN(C)Cc2ccc(C(F)(F)F)cc2)Oc2c(NS(=O)(=O)c3ccc(Cl)cc3)cccc2C1=O | 45
C[C@@H]1CCCCO[C@H](CN(C)C(=O)CCCN(C)C)[C@@H](C)CN([C@H](C)CO)C(=O)c2cc(NC(=O)Cc3ccccc3)ccc2O1 | -3
Cc1ccc(S(=O)(=O)NCC(=O)Nc2cccc(Cl)c2)cc1 | -64
COc1ccc(NC(=O)Nc2ccc3c(c2)C(=O)N([C@@H](C)CO)C[C@@H](C)[C@H](CN(C)C(=O)Nc2ccccc2)O3)cc1 | 2
C[C@@H]1CN([C@H](C)CO)C(=O)Cc2cc(NS(C)(=O)=O)ccc2O[C@@H]1CN(C)Cc1ccc(C(=O)Nc2ccccc2N)cc1 | 31
C[C@H]1CN([C@@H](C)CO)C(=O)c2cc(NS(=O)(=O)c3ccc(Cl)cc3)ccc2O[C@@H]1CN(C)S(=O)(=O)c1cn(C)cn1 | -7
Cc1cc(NS(=O)(=O)c2cccc([N+](=O)[O-])c2)no1 | -9
CC(C(=O)Nc1nccs1)C1SC(=O)NC1=O (stereo unspecified) | -7
CC(C)=CCC[C@H](C)C/C=N/NC(=O)c1cccc(C(=O)NO)c1 | -5
COc1ccc(NC(=O)N(C)C[C@@H]2Oc3c(NC(=O)Nc4cccc5ccccc45)cccc3C(=O)N([C@H](C)CO)C[C@@H]2C)cc1 | 15
O=C(O)[C@H]1O[C@@H](Oc2c(-c3ccccc3)cc(O)c(-c3ccccc3)c2O)[C@H](O)[C@@H](O)[C@@H]1O | -3
COc1ccc(C2(CNC(=S)Nc3ccccc3)CCOCC2)cc1 | 10
C[C@@H]1CN([C@@H](C)CO)C(=O)c2cc(NC(=O)Nc3ccc(C(F)(F)F)cc3)ccc2O[C@H]1CN(C)Cc1ccncc1 | -13
CCCC(C(N)=O)C1=NC2(CCCCC2)Cc2ccccc21 (stereo unspecified) | -11
COC(=O)c1ccccc1NC(=O)CSc1nc(-c2ccc(F)cc2)cs1 | 2
COc1ccc(S(=O)(=O)Nc2cccc3c2O[C@@H](CN(C)C(=O)Nc2c(C)noc2C)[C@@H](C)CN([C@H](C)CO)C3=O)cc1 | -12
CC(C)/C=C(/C(=O)c1ccc(Cl)cc1Cl)n1cncn1 | 6
C[C@H]1CN([C@@H](C)CO)C(=O)c2cccc(NC(=O)C3CC3)c2O[C@@H]1CN(C)C(=O)NC1CCCCC1 | -4
Cc1ccc(CN(C)C[C@H]2OCc3cnnn3CCCC(=O)N([C@@H](C)CO)C[C@@H]2C)cc1 | 16
COC(=O)CCCCCCC(=O)N/N=C/c1ccc(O)c2ccccc12 | 36
O=C(CSc1nc2sc3c(c2c(=O)n1Cc1ccco1)CCC3)c1cc(Cl)sc1Cl | 13
CC(=O)Nc1nonc1-c1nc2ccccc2n1Cc1ccccc1Br | 12
O=C(Cn1c(C(F)(F)F)nc2ccccc21)NCCN1CCCC1 | -10
C[C@H]1CN([C@@H](C)CO)C(=O)c2cccc(NC(=O)C3CCCCC3)c2O[C@H]1CN(C)CC1CC1 | -15
Following part.
SMILES | ROS inducer
Cc1nc(-c2sc3ccc(Cl)cc3c2C)cs1 | -3
C[C@H](CO)N1C[C@H](C)[C@H](CN(C)Cc2ccc3c(c2)OCO3)Oc2c(NC(=O)C3CC3)cccc2C1=O | 3
C[C@H]1CN([C@@H](C)CO)C(=O)Cc2cc(NC(=O)Cc3cn(C)c4ccccc34)ccc2O[C@@H]1CN(C)Cc1ccccc1 | 47
COc1ccc(S(=O)(=O)N(C)C[C@H]2Oc3c(NS(=O)(=O)c4ccccc4)cccc3C(=O)N([C@@H](C)CO)C[C@H]2C)cc1 | -1
Cc1cc(=O)n2c3ccccc3n(CC(O)Cn3ccnc3)c2c1C#N (stereo unspecified) | 12
CC(=O)Nc1ccc(S(=O)(=O)Nc2ccc(NC(=O)c3ccco3)cc2)cc1 | 4
COc1ccccc1NC(=O)COc1ccc(-c2nn(C)c(=O)c3ccccc23)cc1 | 29
CCCCC/C=C\C/C=C\CCCCCCCC(=O)O | 4
N#Cc1ccccc1NC(=O)CCCN1C(=O)c2ccccc2C1=O | -8
N#CCc1ccc(OCc2cc(C(F)(F)F)cc(C(F)(F)F)c2)cc1 | -5
O=C(Nc1ccccc1C(=O)NCCOc1ccccc1)c1ccc(Cl)cc1 | 9
N#Cc1c(/N=C/c2ccccc2)sc2c1CCCC2 | -2
C[C@@H]1CN([C@H](C)CO)C(=O)c2cccc(NC(=O)c3ccc(-c4nccs4)cc3)c2O[C@@H]1CN(C)S(=O)(=O)c1ccc(Cl)cc1 | 22
CC(C)(C)OC(=O)NC/C=N/NC(=O)c1ccccc1O | -9
COc1ccc(NC(=O)Nc2cccc3c2O[C@@H](CN(C)Cc2ccc(-c4ccccc4)cc2)[C@H](C)CN([C@@H](C)CO)C3=O)cc1 | -8
COC(=O)C1=COC(O[C@@H]2O[C@H](CO)[C@@H](O)[C@H](O)[C@H]2O)[C@@H]2[C@@](C)(O)[C@@H](OC(=O)/C=C/c3ccc(OC)cc3)C[C@]12O (stereo partly specified) | 1
C[C@H]1CN([C@@H](C)CO)C(=O)Cc2cc(NC(=O)c3ccncc3)ccc2O[C@H]1CN(C)C(=O)Nc1ccc2c(c1)OCO2 | 8
C[C@H]1CN([C@@H](C)CO)C(=O)c2cc(NS(=O)(=O)c3ccc(F)cc3)ccc2O[C@@H]1CN(C)C(=O)Nc1ccc(F)cc1 | 12
CN(C(=O)c1ccccc1)c1ccccc1 | 4
O=C(c1cccs1)N1N=C2c3ccccc3CCC2C1c1ccccc1Cl (stereo unspecified) | ?
C[C@H](CO)N1C[C@H](C)[C@H](CN(C)CC2CC2)Oc2ccc(NC(=O)C3CCCCC3)cc2CC1=O | 7
C[C@H]1CN([C@@H](C)CO)C(=O)c2cccc(NC(=O)c3nc4ccccc4s3)c2O[C@@H]1CN(C)S(=O)(=O)c1cn(C)cn1 | -2
Cc1nn(C(C)(C)C)c(OC(=O)c2ccc(Cl)cc2)c1S(=O)(=O)c1ccccc1 | -1
Cc1ccccc1OCCNC(=O)c1ccco1 | -22
COc1cccc(/C=C2\N=C(SC)SC2=O)c1 | 7

The closing 7 records of the section before lead into the next:
SMILES | ROS inducer
CN(C(=O)c1ccccc1)c1ccccc1 | 4
O=C(c1cccs1)N1N=C2c3ccccc3CCC2C1c1ccccc1Cl (stereo unspecified) | ?
C[C@H](CO)N1C[C@H](C)[C@H](CN(C)CC2CC2)Oc2ccc(NC(=O)C3CCCCC3)cc2CC1=O | 7
C[C@H]1CN([C@@H](C)CO)C(=O)c2cccc(NC(=O)c3nc4ccccc4s3)c2O[C@@H]1CN(C)S(=O)(=O)c1cn(C)cn1 | -2
Cc1nn(C(C)(C)C)c(OC(=O)c2ccc(Cl)cc2)c1S(=O)(=O)c1ccccc1 | -1
Cc1ccccc1OCCNC(=O)c1ccco1 | -22
COc1cccc(/C=C2\N=C(SC)SC2=O)c1 | 7
COc1ccccc1N1CC(C)(C)C(=O)N(C(=O)c2ccc(C)cc2)C1=S | -18
COc1ccc(CN(C)C[C@@H]2Oc3c(NC(=O)Nc4c(C)noc4C)cccc3C(=O)N([C@@H](C)CO)C[C@H]2C)cc1 | -1
C[C@H](CO)N1C[C@H](C)[C@@H](CN(C)C(=O)Nc2ccc3c(c2)OCO3)Oc2c(NS(=O)(=O)c3ccc(F)cc3)cccc2C1=O | -6
C[C@@H]1CN([C@H](C)CO)C(=O)Cc2cc(NS(=O)(=O)c3cn(C)cn3)ccc2O[C@H]1CN(C)C(=O)Nc1cccc2ccccc12 | 8
C[C@H](CO)N1C[C@H](C)[C@@H](CN(C)C(=O)Nc2cccc3ccccc23)Oc2c(NC(=O)Nc3ccc(C(F)(F)F)cc3)cccc2C1=O | -9
Cc1c(-c2ccccc2)[n+](=O)c(-c2ccco2)c(C)n1[O-] | -11
Cc1ccc(S(=O)(=O)N(C)C[C@@H]2Oc3ccc(NS(=O)(=O)c4cn(C)cn4)cc3CC(=O)N([C@@H](C)CO)C[C@@H]2C)cc1 | -7
CC1(C)CC(=O)c2sc3nc(-c4ccc(Cl)cc4)cn3c2C1 | 0
C[C@@H]1CN([C@H](C)CO)C(=O)c2cc(N(C)C)ccc2O[C@@H]1CN(C)S(=O)(=O)c1cccs1 | 2
CNC[C@H]1Oc2ccc(NC(=O)NC3CCCCC3)cc2C(=O)N([C@@H](C)CO)C[C@H]1C | 9
COc1ccc(NC(=O)Nc2ccc3c(c2)C(=O)N([C@H](C)CO)C[C@H](C)[C@@H](CN(C)S(=O)(=O)c2ccc(Cl)cc2)OCCCC[C@@H](C)O3)cc1 | 29
C[C@@H]1CN([C@@H](C)CO)C(=O)c2cccc(NC(=O)c3cnccn3)c2O[C@H]1CN(C)Cc1ccc(C(=O)Nc2ccccc2N)cc1 | 35
COc1c2ccoc2cc2oc(C)cc(=O)c12 | 68
C[C@H](CO)N1C[C@H](C)[C@@H](CN(C)S(C)(=O)=O)Oc2ccc(NS(=O)(=O)c3ccccc3)cc2C1=O | -11
Cc1noc(C)c1NC(=O)N(C)C[C@H]1Oc2c(NC(=O)c3ccncc3)cccc2C(=O)N([C@@H](C)CO)C[C@@H]1C | -4
CN(C)C(=O)[C@]1(CCS(=O)(=O)c2ccccc2)N=C(c2ccc(OCCCO)cc2)O[C@@H]1c1ccccc1 | 95*
Oc1ccc(-n2cccc2)cc1 | -6
CCN(CC)CCNc1ncnc2sc3c(c12)CC(C)(C)OC3 | -7
Cc1noc(C)c1S(=O)(=O)N(C)C[C@H]1Oc2ccc(NS(=O)(=O)c3ccccc3)cc2CC(=O)N([C@@H](C)CO)C[C@H]1C | -2
COc1ccc(CN(C)C[C@H]2Oc3ccc(NS(=O)(=O)c4ccc(F)cc4)cc3C(=O)N([C@@H](C)CO)C[C@@H]2C)cc1 | 60
C[C@H](CO)N1C[C@H](C)[C@@H](CN(C)C(=O)Nc2cccc3ccccc23)Oc2ccc(NS(=O)(=O)c3cn(C)cn3)cc2C1=O | 8

Look-ups from above.
ROS inducer result of C[C@@H]1CN([C@H](C)CO)C(=O)Cc2cc(NS(=O)(=O)c3cn(C)cn3)ccc2O[C@H]1CN(C)C(=O)Nc1cccc2ccccc12 = 8
ROS inducer result of C[C@H](CO)N1C[C@H](C)[C@@H](CN(C)C(=O)Nc2ccc3c(c2)OCO3)Oc2c(NS(=O)(=O)c3ccc(F)cc3)cccc2C1=O = -6
ROS inducer result of CCN(CC)CCNc1ncnc2sc3c(c12)CC(C)(C)OC3 = -7

Compound activity: PubChem, Broad Institute
